OPRM1-OPRD1 ag = agonists of human mu-delta opioid receptor heterodimerization; P35372+P41143; cells, OPRM1-OPRD1 heterodimerization, luminescence; activation, % at 9.3 µM; 340,000 tested, 0.3% active; AID 504326; in the data active = activation above about 18%;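 also: 0% = vehicle-treated cells and 100% = reference agonist; values of inactives mirror those of a sister screen read the other way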
AddAB inh = less growth of phage-infected E. coli with AddAB. E. coli expressing H. pylori AddAB, absorbance growth. inhibition, % at 11.9 µM. 330,000 tested, 0.29% active; in the data active = inhibition above about 12%;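 also: 0% = vehicle wells of infected cells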
Arrestin-AP2 inh = human beta-arrestin and AP2 interaction inhibition; 340,000 tested, 0.31% active; inhibition, % at 10 µM; FITC-arrestin peptide / GST-AP2 beads, flow cytometry; AP2 beta2 appendage carries R879A mutation;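 active = inhibition above a set limit, near 3 SD of compounds lacking own fluorescence, cut at about 54% in these data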;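 also: plate controls were DMSO wells for no effect and 5 µM unlabelled arrestin peptide for full effect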
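Measured by: flow cytometry, FL1 (488/535 nm); Material: AP2 appendage R879A on GSH beads; Evaluation: percent response; Timing: pre-incubation 12 min, peptide binding 1 h, room temperature; Also added: 50 nM FITC-arrestin peptide; Medium: PBS with 0.05% Tween 20 and 0.1% BSA.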
PKA-R1A activ = activators of PKA-R1A complex; P00514+P68181; PKA-R1A dissociation, Cy5-IP20 fluorescence polarization; scaled: DMSO 0%, 113 µM cGMP 100%; activation, % at 11.4 µM; 340,000 tested, 0.083% active; AID 504707;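 active = percent activation above the mean of all tested compounds plus 3 SD, cut at about 19% in these data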;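 also: higher means more PKAc released from R1A so a rise in polarization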
Tat export inh = inhibitors of E. coli Tat protein transport; 340,000 tested, 0.036% active; AID 488895; inhibition, % at 10 µM; E. coli MC4100 TorA-mCherry Tat export, fluorescence;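 active = mean replicate inhibition at least 50% and at least half of replicates individually reaching 50%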;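 also: exported cargo escapes ClpAP degradation while cytoplasmic cargo is degraded and loses fluorescence; 0% = median of neutral control wells and 100% = median of NaSCN control wells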
Pemphigus Ab inh = inhibitors of pemphigus antibody binding to human desmoglein-3; P32926; DSG3-coupled beads, scFv-anti-DSG3-GFP binding, flow cytometry; stronger effect = lower value; binding (percent of control), % at 10 µM; 310,000 tested, 0.48% active; AID 588358;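 active = binding more than 3 SD below its plate's average and above zero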;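 also: hits lower antibody fragment binding to DSG3; some compounds called inactive have numbers as strong as hits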
Target sequence (P32926 whole entry, looked up, the tested form may be a part): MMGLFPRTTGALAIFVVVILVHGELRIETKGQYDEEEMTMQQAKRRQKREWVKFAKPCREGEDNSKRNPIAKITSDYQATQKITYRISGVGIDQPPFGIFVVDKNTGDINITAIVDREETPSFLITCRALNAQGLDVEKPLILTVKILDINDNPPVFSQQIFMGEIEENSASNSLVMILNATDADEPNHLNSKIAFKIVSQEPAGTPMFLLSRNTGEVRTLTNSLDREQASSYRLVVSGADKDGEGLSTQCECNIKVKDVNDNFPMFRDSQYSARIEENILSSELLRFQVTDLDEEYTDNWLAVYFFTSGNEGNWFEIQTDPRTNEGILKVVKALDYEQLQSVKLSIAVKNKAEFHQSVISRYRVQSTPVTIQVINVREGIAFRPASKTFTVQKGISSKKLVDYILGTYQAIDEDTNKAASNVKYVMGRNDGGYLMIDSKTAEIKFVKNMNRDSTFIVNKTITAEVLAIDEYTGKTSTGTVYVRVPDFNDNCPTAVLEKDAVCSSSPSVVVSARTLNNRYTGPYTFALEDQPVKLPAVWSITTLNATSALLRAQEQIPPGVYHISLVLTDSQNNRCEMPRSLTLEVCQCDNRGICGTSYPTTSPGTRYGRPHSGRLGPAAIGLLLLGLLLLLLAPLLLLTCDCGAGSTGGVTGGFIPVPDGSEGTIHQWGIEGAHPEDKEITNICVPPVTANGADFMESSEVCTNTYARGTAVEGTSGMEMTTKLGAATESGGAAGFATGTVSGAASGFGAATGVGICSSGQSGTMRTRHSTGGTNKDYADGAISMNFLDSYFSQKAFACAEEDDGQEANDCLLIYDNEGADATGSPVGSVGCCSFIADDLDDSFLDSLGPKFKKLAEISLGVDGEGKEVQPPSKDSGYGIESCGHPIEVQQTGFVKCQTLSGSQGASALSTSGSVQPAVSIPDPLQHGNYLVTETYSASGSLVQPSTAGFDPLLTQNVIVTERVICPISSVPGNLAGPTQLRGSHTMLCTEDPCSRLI
E coli growth = counter-screen for AddAB inhibitors: E. coli growth inhibition. inhibition, % at 11.9 µM. 330,000 tested, 0.27% active. E. coli V3065 growth, OD600 absorbance, 18 h. AID 449728;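 active = inhibition above the campaign's mean inhibition across all tested compounds plus 3 SD, cut at about 9.9% in these data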;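 also: uninfected addAB+ strain grown without phage in ampicillin broth; 0% = DMSO wells and 100% = ciprofloxacin 0.95 µg/ml wells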
SUMO Mot1 rescue = inhibitors of SUMOylation pathway: yeast Mot1-301 growth rescue; S. cerevisiae Mot1-301 growth rescue, ATP luminescence, 38.5C; percent above DMSO median, 100 means doubled; growth rescue, % at 18.8 µM; 320,000 tested, 1% active; AID 2716;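 active = every valid replicate shows activation above 250% relative to neutral control wells; inactive = the rest, any valid replicate at or below 250%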;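 also: OY570 slx delta 5 strain wells were the positive control but not used for scaling; some compounds called inactive have numbers as strong as hits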
PfHsp90 yeast 2 = reduces growth (ATP signal) of yeast expressing P. falciparum Hsp90. AID 504621. inhibition, % at 9.4 µM. S. cerevisiae expressing PfHsp90, BacTiter-Glo ATP, 48 h; yeast lacking PDR1 and PDR3 efflux regulators. 310,000 tested, 0.32% active;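 active = every replicate shows inhibition above about 80%, whatever the replicate mean, limit read from the data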;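 also: 0% = DMSO neutral controls and 100% = 20 µM radicicol positive controls; yeast relying on Plasmodium falciparum Hsp90 in place of its own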
phage Ecoli inh = E. coli growth loss with phage present; growth absorbance; inhibition, % at 11.9 µM; 360,000 tested, 0.26% active; AID 651602; in the data active = inhibition above about 11%
OPRM1-OPRD1 inv = inverse agonists of human mu-delta opioid receptor heterodimerization; 340,000 tested, 0.21% active; inhibition, % at 9.3 µM; P35372+P41143; cell-based MOR-DOR heterodimer luminescence, inverse agonism; in the data active = inhibition above about 22%, passing the limit was not always enough;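 also: 0% = cells with DMSO and 100% = wells without cells with DMSO; values of inactives mirror those of a sister screen read the other way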
* marks the source's active call; other numbers are inactive results; x = not tested or not shown.

Order of values: phage Ecoli inh	SUMO Mot1 rescue	Pemphigus Ab inh	AddAB inh	PfHsp90 yeast 2	Tat export inh	E coli growth	PKA-R1A activ	OPRM1-OPRD1 ag	OPRM1-OPRD1 inv	Arrestin-AP2 inh
- O=C(Nc1ccc(N2CCOCC2)c(Cl)c1)c1ccc(-n2cnnc2)cc1Cl
    0.5	0	103	0.1	-3	3	1.3	5	1.9	-10	2
- CCOC(=O)CN(C#N)c1nc(N(C)C)nc(N(C)C)n1
    5.1	9	111	1.1	x	-3	-3.2	-5	-3.5	17	22
- Cc1[nH]nc2c1C(c1cccc(O)c1)C1=C(CC(C)(C)CC1=O)N2 (centres undefined)
    1.3	-13	95	4.0	-5	6	0.2	6	-3.1	17	24
- Cc1nnc2n1CCCCC2
    1.6	-13	87	3.3	-30	-8	-1.0	16	-1.3	6	18
- COC1=CC(=O)c2ccccc2C1=O
    x	x	101	6.5	-3	-21	3.6	1	7.7	-39	18
- Cc1ccc(OCC(=O)Oc2c(C)cccc2C)cc1
    -1.6	-7	102	0.2	9	0	0.5	-6	8.8	-42	-14
- O=C(CN(C(=O)CCC(=O)Nc1ccccn1)c1ccccc1F)NCc1ccc2c(c1)OCO2
    -2.6	190	102	3.0	47	9	-0.2	-4	-1.4	7	11
- COC(=O)c1sccc1NS(=O)(=O)c1ccc(OC)cc1
    1.8	-21	101	-1.0	19	-1	0.9	-1	-1.4	8	1
- COc1ccccc1NC(=O)N(Cc1ccccc1)C1=NCC(C)S1 (centres undefined)
    2.9	7	99	4.0	5	-10	1.2	1	1.4	-7	9
- O=C(C1=COCCO1)N1CCN(c2nc3ccc([N+](=O)[O-])cc3s2)CC1
    2.8	42	100	-0.3	-17	-6	-0.2	4	-1.1	7	-2
- N#Cc1nc(-c2cccc3ccccc23)oc1NCCN1CCCCC1
    4.1	6	101	-0.7	x	-2	0.2	-5	4.0	-21	-8
- O=C(NCc1ccccc1CN1CCCC1)c1cc2cc(Cl)ccc2o1
    0.7	16	165	1.7	-6	0	-0.7	-5	-2.8	15	-4
- CNC(=O)Cn1nc(C)c2ccccc2c1=O
    3.3	-10	100	2.1	x	-4	0.1	-10	-2.0	10	-2
- CCOC(=O)C(CC)n1cnc2c(oc3ccccc32)c1=O (centres undefined)
    2.0	-4	x	1.0	-1	0	1.3	1	-2.3	14	-1
- Cc1ccc(-n2c(SCC(=O)N3CCOCC3)nnc2-c2ccncc2)cc1C
    1.4	-7	98	2.2	3	1	-0.9	-19	-2.6	13	2
- O=C(NC1CCN(C(=O)c2cccc([N+](=O)[O-])c2)CC1)c1ccccc1
    0.6	5	98	0.8	-17	4	-1.4	5	0.9	-5	27
- COc1ccc(OCc2cc(=O)c3ccc4c(c3o2)C=CC(C)(C)O4)cc1OC
    1.9	7	107	3.9	-19	15	0.8	1	12	-68	3
- CCn1c(SCC(=O)Nc2ccc(OC)cc2)nc2nc3c(cc2c1=O)COC(C)(C)C3
    2.2	-6	94	3.0	x	x	-2.8	x	x	x	-4
- O=C(c1ccccc1)N1CCC(c2nc3c(nnn3Cc3ccco3)c(=O)[nH]2)CC1
    4.5	x	107	-1.5	-4	8	1.9	-11	0.3	-2	9
- Cc1ccccc1-c1nc(CS(=O)CC(=O)NC2CC2)c(C)o1 (centres undefined)
    0.3	-3	104	1.9	3	1	1.2	-20	-3.4	18	2
- CC1CCCCC1NC(=O)c1ccc(S(=O)(=O)NCC2CCCO2)cc1 (centres undefined)
    0.0	61	102	-0.3	-17	-1	-0.4	-4	1.2	-6	18
- CCOC(=O)c1cc(C)n(Cc2cccc(OC)c2OC)c1C
    3.1	58	x	2.6	-24	-10	-0.2	-1	2.2	-13	2
- CC(C)(C)c1ccc(C(=O)OCc2c(-c3ccccc3)ncc3ccccc23)cc1
    -0.2	-11	103	2.0	-3	-3	0.2	0	0.6	-3	4
- CN(C)c1ccc(C(=O)/C=C/c2ccco2)cc1
    4.0	10	79	3.7	9	0	1.2	10	0.9	-6	18
- O=C(N1CCCCC1)N1CCCN(C(=O)N2CCCCC2)CC1
    -3.3	-18	101	4.1	-19	-4	0.3	-1	-1.9	9	-4
- COc1ccc(S(=O)(=O)N(C)C[C@H]2Oc3ccc(NS(=O)(=O)c4ccccc4)cc3CC(=O)N([C@H](C)CO)C[C@@H]2C)cc1
    1.4	2	110	1.8	3	10	0.8	-8	-2.0	12	1
- CC(=O)Nc1ccc(S(=O)(=O)Nc2nccc(/C=C/c3ccc(Cl)cc3)n2)cc1
    5.1	5	101	3.1	-16	-4	-0.5	0	-1.3	7	-1
- COc1ccccc1-n1cc(CN2CCN(CC=C(C)C)C(CCO)C2)cn1 (centres undefined)
    0.6	-17	100	0.8	-7	-6	-1.0	-16	-2.8	14	3
- CC(C(=O)NCCS(=O)(=O)c1ccc(Br)cc1)S(=O)(=O)c1ccc(Cl)cc1 (centres undefined)
    1.9	-14	97	-1.7	-20	-5	-1.8	-7	-2.8	13	41
- Cc1cnn(C(=S)NCC2CCCO2)c1 (centres undefined)
    3.1	11	x	2.8	46	25	-0.3	-5	0.3	-2	7
- O=C(N1CCCC1)C12CCC3CC(CC(C3)C1)C2
    2.0	-1	98	0.4	-6	6	1.8	11	2.0	-12	3
- CC1CCCN(CC(O)COc2ccc(-c3ccccc3)cc2)C1 (centres undefined)
    1.4	76	120	3.5	-16	-5	-1.0	6	3.0	-25	0
- Cc1ccccc1OCC(=O)NCC(=O)OCc1ccc(Br)cc1
    0.6	-14	108	4.5	-11	-7	1.8	-10	2.7	-11	8
- CCOc1ccc2nc(NC(=O)c3cccc(-c4cc5ccccc5oc4=O)c3)sc2c1
    1.8	-12	94	-0.2	-10	4	-0.7	-1	-0.4	2	8
- CCN(C(=O)COc1ccc(C(=O)c2ccccc2)cc1)c1ccccc1
    1.2	3	110	0.2	3	7	0.4	-3	-3.9	21	22
- C=CCN(CC=C)C(=O)CN1C(=O)NC(c2ccccc2)(c2ccccc2)C1=O
    -1.8	1	110	2.6	17	2	-1.6	8	-0.5	3	-5
- CCOC(=O)C1(CCOc2ccccc2)CCN(Cc2cccc(-n3cccn3)c2)CC1
    1.4	-10	102	0.4	-28	2	-1.4	-4	33*	-170	16
- COC(=O)Cc1cc(=O)[nH]c(/N=C(\N)Nc2ccccc2C)n1
    0.3	-1	100	2.0	10	0	2.6	8	-1.1	7	4
- Cc1cc(C)n(C(=O)c2cc3c(s2)CCCC3)n1
    2.9	x	97	1.2	-14	-5	1.6	6	3.0	-18	-11
- CC(C)(C)NC(=O)CN(C(=O)CS(=O)CC(=O)Nc1ccc(F)cc1)c1ccc(F)c(Cl)c1 (centres undefined)
    2.6	28	108	0.2	7	3	0.1	-6	0.4	-2	0
- Cc1ccc(C)c(NC(=O)c2nnn(Cc3ccccc3C)c2N)c1
    3.9	-3	103	4.8	-21	2	1.3	-3	1.9	-9	8
- COc1ccc(CCNC(=S)N2CCN(S(=O)(=O)c3cccc(F)c3)CC2)cc1
    0.7	351*	99	5.7	5	10	1.2	-7	-0.5	2	-10
- Cc1ccc(C(=O)c2cn[nH]c2-c2cc(Cl)ccc2O)cc1
    2.6	-22	99	1.1	5	-1	0.9	-1	-1.2	7	-8
- Cc1nnc(C)c2c(C)n(-c3ccc4ncccc4c3)c(C)c12
    -1.6	15	x	0.8	9	-7	-1.1	-2	2.8	-13	-6
- O=C(Nc1ccnc(-c2cccnc2)n1)c1ccc(Cl)c(Cl)c1
    1.9	x	98	-0.3	12	6	-0.6	-10	-2.4	12	-10
- COc1ccc(OC)c(NC(=O)c2csc(Cl)c2OC)c1
    0.5	2	108	0.5	-9	-5	-1.4	-2	1.4	-7	-9
- COc1ccc(N2CCN(C(=O)CCCN3C(=O)c4cccc5cccc(c45)C3=O)CC2)cc1
    2.7	4	x	1.7	x	13	1.7	1	-2.9	15	5
- O=C(Nc1ccccc1C(F)(F)F)N1CCN(c2ccc3nncn3n2)CC1
    2.4	-12	116	0.9	-1	-8	-3.5	7	-0.2	1	0
- Cc1ccc(C)c(NC(=O)c2cc(C)nc3ccccc23)c1
    -1.2	8	102	-0.2	7	0	0.8	-3	-1.2	7	-10
- Cc1ccc(C(=O)Nc2ccncc2)o1
    1.9	76	x	3.4	x	-5	-1.4	6	0.9	-5	10
- COc1ccccc1CNC(=O)CN1C(=O)CSc2ccc(S(=O)(=O)N3CCCC3)cc21
    -2.5	x	100	0.0	-31	-6	-0.8	-15	-1.6	9	-7
- COc1cccc(NC(=O)COC(=O)Cn2c(C)csc2=O)c1
    1.6	0	x	-0.1	-12	4	-0.5	-3	-3.8	16	-8
- CC(C)(C)C(=O)c1no[n+]([O-])c1/C(=N/O)C(C)(C)C
    3.8	x	104	0.2	24	7	0.8	1	8.1	-46	9

Not a hit list; any-hit rate near 2.8%.
